WT yeast gro inh = growth inhibition of WT yeast, mitochondrial fusion screen; 190,000 compounds, 2.1% hits; inhibition, % at 10 µM; mitochondrial fusion phenotypic screen, WT strain; in the data active = inhibition above about 58%; tested in S. cerevisiae
PMI inhibitors = MPI enzyme activity inhibition – biochemical, fluorescence intensity, coupled assay, primary screen (AID 1209). purified PMI enzyme, coupled fluorescence intensity; higher % means a stronger effect. one-dose inhibition, % at 20 µM; IC50 in µM for titrated hits. 190,000 compounds, 0.42% hits;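 also: plate controls were DMSO vehicle for no effect and wells lacking substrate for full effect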
PMI inhibition = human PMI inhibitors, high substrate, primary screen, biochemical, fluorescence intensity, high mannose 6-phosphate (AID 1220); recombinant PMI enzyme, coupled fluorescence intensity; higher % means a stronger effect; 190,000 compounds, 0.66% hits; inhibition, % at 20 µM, or IC50 in µM where a hit was titrated
LYP phosphatase = inhibitors of LYP phosphatase, biochemical, fluorescence intensity, uHTS (AID 1779) | 290,000 compounds, 0.054% hits | recombinant LYP phosphatase, fluorescence intensity; higher % means a stronger effect | inhibition, % at 11.5 µM, or IC50 in µM where a hit was titrated;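 also: plate controls were vehicle with enzyme for no effect and no enzyme for full effect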
TNAP activators = stimulation of alkaline phosphatase TNAP activity – biochemical, luminescent, no phosphate acceptor, uHTS, primary screen (AID 1001); activation fold at 20 µM; hits with a dose series show EC50 in µM; 200,000 compounds, 0.03% hits; purified TNAP, luminescent activation assay, no phosphate acceptor; higher activation fold means a stronger effect; in the data active = activation fold from about 3, or a potency from the dose series; inactive = the rest, 99 in 100 with activation fold below about 1.6; also: many of its hits are not listed in these tables
P. falciparum M17LAP = P. falciparum M17LAP inhibitors, primary screen, biochemical, fluorogenic H-Leu-NHMec substrate, 1536-well (AID 1619) | recombinant M17LAP, H-Leu-NHMec fluorogenic kinetic assay; higher % means a stronger effect | inhibition, % at 30 µM; hits with a dose series show IC50 in µM | 220,000 compounds, 0.38% hits;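 active = compound inhibiting the enzyme by more than half at any dose during confirmatory dose-response retesting; inconclusive = strong single-dose inhibitors picked by rank but not retested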;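 also: plate controls were full reaction with DMSO carrier for no effect and no enzyme background for full effect; strong numbers were not always called active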
P. falciparum M1AAP = P. falciparum M1AAP inhibitors, biochemical, fluorogenic H-Leu-NHMec substrate, 1536-well (AID 1445); 220,000 compounds, 0.42% hits; one-dose inhibition, % at 30 µM; IC50 in µM for titrated hits; recombinant M1AAP, H-Leu-NHMec fluorogenic kinetic assay; higher % means a stronger effect;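 active = primary inhibition above the hit cutoff, then over 50% inhibition at one or more dose response concentrations, cut at about 23% in these data, passing the limit was not always enough; inconclusive = conflicting primary data, or primary hits not chosen for dose response; inactive = low primary inhibition, or under 50% at every dose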;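 also: plate controls were DMSO full reaction for no effect and no enzyme background for full effect; strong numbers were not always called active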
XIAP antagonists = small molecules displacing peptide from XIAP – biochemical, IAP family, fluorescence polarization (AID 1018) | 200,000 compounds, 0.007% hits | displacement, % at 20 µM, or IC50 in µM where a hit was titrated | XIAP BIR domain, fluorescence polarization peptide displacement; higher % means a stronger effect; in the data active = displacement above about 50%; also: a part of the inactive calls stands beside numbers as strong as those of hits
Yfh1-depleted yeast = enhancers of respiration in Yfh1-depleted yeast, dose response, Friedreich's ataxia, plus single-dose screen (AID 1465); one-dose fold induction at 50 µM; EC50 in µM for titrated hits; S. cerevisiae Yfh1-off respiration, WST-1 reduction, 72 h; higher fold induction means a stronger effect; 220,000 compounds, 0.074% hits;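 active = fold induction of absorbance versus untreated yeast above a set limit, then at least 30% activation at any dose in follow-up; inconclusive = repeats straddling the limit, or above it without dose testing; inactive = fold induction below the set limit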;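 also: activators that raise dye reduction in frataxin-depleted yeast; strong numbers were not always called active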
WT yeast gro inh mutant strain = second read-out of WT yeast gro inh, no call of its own (marks repeat the call); inhibition, %; mitochondrial fusion phenotypic screen, mutant strain inhibition
Numbers without * were called inactive; i = inactive; ? = inconclusive; . = no result given. Rule as the data show it, unless noted: active = inhibition above about 50%; inactive = the rest.

1. CCOC(=O)NN1C(=O)c2ccccc2NC1c1ccccc1 (stereo not given)
2. CCOc1ccc(/C=N/NC(=O)Cc2cccs2)cc1
3. O=C(N/N=C/c1ccc(Br)cc1)c1ccc(F)cc1
4. O=C(CC1SC(N2CCCCC2)=NC1=O)Nc1cccc(C(F)(F)F)c1 (stereo not given)
5. CCOC(=O)N1CCN(c2c(Nc3cc(C)[nH]n3)c(=O)c2=O)CC1
6. Cn1cc(C(=O)N/N=C/c2c(O)ccc3ccccc23)ccc1=O
7. CCN1CCN(C(=O)c2ccc(CN(c3ccc(C)c(C)c3)S(C)(=O)=O)cc2)CC1
8. COc1ccc(NC(=O)C(c2ccccc2)N2CCN(c3ccccn3)CC2)cc1Cl (stereo not given)

Assay by compound,1,2,3,4,5,6,7,8
WT yeast gro inh,-6,.,-6,-11,0,2,1,8
WT yeast gro inh mutant strain,-4,.,-5,-2,4,5,9,1
PMI inhibitors,15%,.,21%,10%,-7%,0%,7%,4%
PMI inhibition,10%,.,10%,6%,3%,18%,5%,9%
LYP phosphatase,-5%,-3%,-7%,-5%,-1%,-2%,-5%,2%
TNAP activators,1,.,1,1.1,1,2.1,1.1,1.5
P. falciparum M17LAP,-109%,14%,23%,-10%,16%,-5%,2%,-1%
P. falciparum M1AAP,18%,5%,4%,-3%,4%,10%,-3%,3%
XIAP antagonists,-17%,.,-13%,-4.1%,-2.7%,-5.2%,-2.4%,-1.1%
Yfh1-depleted yeast,i,i,i,i,i,i,i,i

Overlap with the part before: four compounds; new compounds follow.
5. CCOC(=O)N1CCN(c2c(Nc3cc(C)[nH]n3)c(=O)c2=O)CC1
6. Cn1cc(C(=O)N/N=C/c2c(O)ccc3ccccc23)ccc1=O
7. CCN1CCN(C(=O)c2ccc(CN(c3ccc(C)c(C)c3)S(C)(=O)=O)cc2)CC1
8. COc1ccc(NC(=O)C(c2ccccc2)N2CCN(c3ccccn3)CC2)cc1Cl (stereo not given)
9. COCCCNC(=S)N1CCCC(c2nc3cc(C)c(C)cc3[nH]2)C1 (stereo not given)
10. COc1ccc(C(=O)/C=C/c2ccc(OC(=O)c3cc(OC)c(OC)c(OC)c3)cc2)cc1
11. CCCCNCC(O)(c1ccc(Cl)cc1)c1ccc(Cl)cc1
12. CN1Cc2c(N3CCOCC3)nc3sc(C#N)c(N)c3c2CC1(C)C
13. CN1CCN(NC(=O)c2cccc(C(F)(F)F)c2)CC1
14. CC(C)=CCCC(C)NC(=O)NC1CCCCC1 (stereo not given)
15. CC(C)c1nc(SCC(=O)Nc2cccc(C(F)(F)F)c2)c2c(=O)n(C)c(=O)n(C)c2n1
16. CCOc1ccc(S(=O)(=O)N2CCN(c3ccc(OC)cc3)CC2)c2cccnc12

Assay by compound,5,6,7,8,9,10,11,12,13,14,15,16
WT yeast gro inh,0,2,1,8,21,3,19,.,.,18,21,.
WT yeast gro inh mutant strain,4,5,9,1,8,-5,17,.,.,-6,7,.
PMI inhibitors,-7%,0%,7%,4%,14%,13%,2%,.,.,8%,6%,16%
PMI inhibition,3%,18%,5%,9%,10%,8%,3%,.,.,8%,7%,44%
LYP phosphatase,-1%,-2%,-5%,2%,-6%,4%,-5%,-2%,-11%,-5%,-2%,-7%
TNAP activators,1,2.1,1.1,1.5,1,1.1,1.2,.,.,1.1,1,1
P. falciparum M17LAP,16%,-5%,2%,-1%,-9%,22%,-5%,-38%,9%,16%,-4%,5%
P. falciparum M1AAP,4%,10%,-3%,3%,-7%,8%,0%,15%,8%,1%,2%,8%
XIAP antagonists,-2.7%,-5.2%,-2.4%,-1.1%,10%,-3.7%,-3.4%,.,.,-2.1%,-4.4%,-3.7%
Yfh1-depleted yeast,i,i,i,i,i,i,i,i,i,i,i,i

17. CCOC(=O)C1=C(c2ccccc2)NC(SCC(N)=O)=C(C#N)C1c1cccnc1 (stereo not given)
18. Cc1ccc(NC(=S)NC(=O)c2sc3ccccc3c2Cl)c(C(=O)O)c1
19. Cc1ccc(-c2nnc(Oc3ccc(NC(=O)c4ccccc4)cc3)c3ccccc23)cc1
20. CCC1(C)Cc2c(sc3nc(SCC(=O)c4ccccc4)[nH]c(=O)c23)CO1 (stereo not given)
21. COc1ccccc1NC(=O)c1nn(-c2ccc(OC(F)(F)F)cc2)ccc1=O
22. COc1ccccc1NC(=O)C1CCCN(c2cc(C)nc3ncnn23)C1 (stereo not given)
23. CCCCCCCCOC(=O)C[N+](C)(C)C/C=C(/C)Cl
24. CCOC(=O)c1ccccc1NC(=O)N1CCn2c(C)ccc2C1CC (stereo not given)

Assay by compound,17,18,19,20,21,22,23,24
WT yeast gro inh,-1,35,0,.,6,-10,6,9
WT yeast gro inh mutant strain,-18,34,-4,.,14,1,18,3
PMI inhibitors,7%,32%,11%,.,1%,-11%,-11%,3%
PMI inhibition,0%,7%,0%,.,4%,-7%,-11%,-6%
LYP phosphatase,-4%,-8%,2%,-2%,-4%,-3%,-12%,-3%
TNAP activators,1.1,0.9,1.2,.,1.2,1.1,1.1,1.1
P. falciparum M17LAP,14%,1%,6%,2%,1%,8%,-17%,2%
P. falciparum M1AAP,1%,3%,0%,-5%,3%,11%,11%,7%
XIAP antagonists,-3.6%,-2.0%,-5.3%,.,-1.6%,-2.0%,-1.2%,-6.5%
Yfh1-depleted yeast,i,i,i,i,i,i,i,i

25. Cc1cc(C)cc(OCC(=O)OCC(=O)c2c(N)n(C)c(=O)n(C)c2=O)c1
26. O=C(CSc1nnc(-c2ccccc2)n1-c1ccc(Cl)cc1)N/N=C/c1ccccc1C(=O)O
27. CC(=Nc1ccccc1C)C1=C(O)CSC1=O
28. O=C1NC(=O)c2c(NC(=O)C3CCCO3)cccc21 (stereo not given)
29. COc1ccc(NC(=O)CSc2nnc(Cn3c(=O)sc4ccccc43)n2C)cc1
30. N#Cc1c(N)nc(SCc2ccccc2)c(C#N)c1-c1ccco1
31. CC(=O)c1cc(-c2ccccc2)n(CC(=O)NCc2cccs2)c1C
32. Cc1cc(O)c(-c2cc(C(=O)Nc3sc4c(c3C(=O)NCc3ccco3)CCC4)[nH]n2)cc1C

Assay by compound,25,26,27,28,29,30,31,32
WT yeast gro inh,8,.,-1,9,-8,0,-14,.
WT yeast gro inh mutant strain,11,.,-4,11,-4,7,-9,.
PMI inhibitors,-2%,.,-1%,15%,-8%,25%,2%,.
PMI inhibition,2%,.,-9%,13%,-7%,49%,8%,.
LYP phosphatase,-8%,-2%,-1%,2%,1%,-2%,3%,-4%
TNAP activators,1.1,.,1.1,1.1,1.1,1.1,1,.
P. falciparum M17LAP,6%,-2%,2%,-8%,0%,-2%,-7%,10%
P. falciparum M1AAP,-1%,-4%,-8%,6%,9%,13%,4%,1%
XIAP antagonists,-4.2%,.,-3.9%,-5.4%,-6.5%,-24%,-4.5%,.
Yfh1-depleted yeast,i,i,i,i,i,i,i,i

33. CCC(Sc1nc2ncnc(N)c2[nH]1)C(=O)O (stereo not given)
34. CCCCCOc1ccc(Cn2ccnc2)cc1[N+](=O)[O-]
35. COc1ccc(NC(=S)NCC2CCCO2)c(C)c1 (stereo not given)
36. O=C1COCCOCCOCCOCC(=O)NCCN1
37. COc1ccc(N2CCN(C(=O)CSc3ccccc3)CC2)cc1
38. Cc1cccc(C(c2c(C)nn(-c3ccccc3)c2N)c2c(C)nn(-c3ccccc3)c2N)c1
39. CC(=O)NNC(=O)CCC(=O)Nc1ccccc1
40. O=C(CN1CCCC1)Nc1ccc(NC(=O)Nc2ccccc2)cc1

Assay by compound,33,34,35,36,37,38,39,40
WT yeast gro inh,-3,44,13,-9,-1,25,-17,-1
WT yeast gro inh mutant strain,4,22,-7,-15,-6,-6,-1,-28
PMI inhibitors,65%*,-15%,-2%,-3%,22%,31%,12%,2%
PMI inhibition,-1%,-6%,-2%,-2%,8%,16%,9%,-2%
LYP phosphatase,-6%,-8%,-5%,-7%,1%,3%,-5%,-9%
TNAP activators,0.7,1,1.1,1.1,1.1,1,0.8,1.1
P. falciparum M17LAP,6%,21%,14%,-3%,-3%,9%,-6%,39%
P. falciparum M1AAP,4%,4%,2%,3%,10%,11%,15%,-2%
XIAP antagonists,-2.4%,-13%,-1.1%,-1.7%,-6.5%,-4.1%,-3.0%,-2.3%
Yfh1-depleted yeast,i,i,i,i,i,i,i,i

41. CCCN(CCC)CC(O)Cn1c2ccccc2c2ccccc21 (stereo not given)
42. O=C1C(Cl)=C(Nc2cccc(O)c2)C(=O)N1Cc1ccccc1
43. Cc1cc(C)nc(SCNC(=O)c2ccccc2)n1
44. Cc1cc(NNC(=O)Nc2cccc(Cl)c2)nc2c1c(C)nn2C
45. O=C(NNc1ccc(F)cc1)c1c(F)cccc1Cl
46. O=C(Nc1cccc(Cl)c1)Nc1csc([N+](=O)[O-])c1
47. CCCc1ccccc1OCCNC(=O)c1cc(=O)n(C)c(=O)n1C
48. Cc1ccnc(NC(=O)CCC(=O)N(CC(=O)NC(C)(C)C)c2ccc(F)c(Cl)c2)c1

Assay by compound,41,42,43,44,45,46,47,48
WT yeast gro inh,1,30,-16,.,.,.,1,-2
WT yeast gro inh mutant strain,18,16,-2,.,.,.,10,-14
PMI inhibitors,8%,16%,-7%,.,.,.,-19%,5%
PMI inhibition,6%,27%,-11%,.,.,.,-19%,9%
LYP phosphatase,-8%,0%,-6%,3%,-1%,-4%,-4%,-5%
TNAP activators,1.1,1.1,1.1,.,.,.,1.1,1.1
P. falciparum M17LAP,0%,5%,-4%,-4%,0%,-7%,-8%,.
P. falciparum M1AAP,6%,3%,3%,3%,5%,1%,-1%,.
XIAP antagonists,-4.0%,-2.5%,-3.0%,.,.,.,0.6%,-7.1%
Yfh1-depleted yeast,i,i,i,i,i,i,i,i

49. O=C(COc1ccccc1)Nc1ccc(N2CCN(C(=O)c3ccco3)CC2)cc1
50. CN(CC(=O)NCc1ccccn1)S(=O)(=O)c1ccc2ccccc2c1
51. O=C(NC(=S)N1CCCc2ccccc21)c1ccc([N+](=O)[O-])cc1
52. COc1ccc2c(Cl)c(C(=O)NN)sc2c1
53. COc1cc(CN/C(C)=C(\C#N)C(N)=O)cc(OC)c1OC
54. COc1ccc(/C=C2\SC(=O)N(CCC(=O)Nc3ccccc3)C2=O)cc1OC

Assay by compound,49,50,51,52,53,54
WT yeast gro inh,-8,2,16,7,-8,-5
WT yeast gro inh mutant strain,-7,-1,6,-1,-6,-24
PMI inhibitors,6%,4%,-18%,-5%,2%,1%
PMI inhibition,14%,0%,-68%,-1%,4%,0%
LYP phosphatase,-4%,-9%,-3%,-1%,-4%,-9%
TNAP activators,1.1,1.1,1.1,1.1,1.2,1
P. falciparum M17LAP,18%,0%,7%,15%,2%,3%
P. falciparum M1AAP,1%,-5%,3%,?,1%,7%
XIAP antagonists,-10%,-1.1%,-3.0%,-5.0%,-0.9%,-3.8%
Yfh1-depleted yeast,i,i,i,i,i,i

Compound activity: PubChem, several laboratories

Random draw from the library; overall some 3.7% were active at least once.
